core dimer inh: inhibitors of HCV core protein dimerization, primary screen, biochemical, TR-FRET, high-throughput. 300,000 tested, 0.33% active. TR-FRET GST/Flag-core106 dimerization, 1536-well. inhibition, % at 5 µM. AID 1899, 2009;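 active = inhibition above the mean of all tested compounds plus 3 SD, set per screening campaign, cut at about 45% in these data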
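Assay system: tagged HCV core106 pair (GST and Flag); medium: KF-containing HEPES buffer, pH 7.45, DTT, CHAPS, BSA; also added: Eu donor and XL665 acceptor anti-tag antibodies; dosing: 5 µM single dose; timing: compound-protein-antibody incubation 4 h at 22.5 °C; signal: TR-FRET 671 and 617 nm emission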
TPT1 inh: Candida albicans TPT1 enzyme inhibitors, primary screen, biochemical, fluorescence polarization. recombinant caTPT1, FP RNA substrate dephosphorylation. AID 1962, 2009. tRNA 2'-phosphotransferase TPT1 (Candida albicans SC5314). 300,000 tested, 0.81% active. inhibition, % at 5 µM;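 active = inhibition above the mean of all tested compounds plus 3 SD, set per screening campaign, cut at about 24% in these data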;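 also: plate controls were DMSO alone for no effect and ferristatin control at 100 nM for full effect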
AHR activator: AHR activators, primary screen, cell-based, luminescence, luciferase reporter, human | Aryl hydrocarbon receptor (Homo sapiens), P35869 | AHR-responsive luciferase reporter cells | activation, % at 5 µM | 320,000 tested, 2.5% active; in the data active = activation above about 47%;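 also: 0% = vehicle wells and 100% = reference agonist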
procasp3 activ: activators of human procaspase-3 D3A mutant, primary screen, biochemical, absorbance, PC-3 D3A mutant, single concentration | Caspase-3 (Homo sapiens), P42574 | recombinant procaspase-3 D3A, Ac-DEVD-pNA absorbance 405 nm | activation, % at 8.5 µM | 330,000 tested, 0.11% active;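 active = activation above the mean of all tested compounds plus 3 SD, cut at about 21% in these data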;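 also: 0% = DMSO alone and 100% = DMSO wells spiked with extra 5 µM PC-3 D3A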
Target sequence (P42574 whole entry D9A/D28A/D175A): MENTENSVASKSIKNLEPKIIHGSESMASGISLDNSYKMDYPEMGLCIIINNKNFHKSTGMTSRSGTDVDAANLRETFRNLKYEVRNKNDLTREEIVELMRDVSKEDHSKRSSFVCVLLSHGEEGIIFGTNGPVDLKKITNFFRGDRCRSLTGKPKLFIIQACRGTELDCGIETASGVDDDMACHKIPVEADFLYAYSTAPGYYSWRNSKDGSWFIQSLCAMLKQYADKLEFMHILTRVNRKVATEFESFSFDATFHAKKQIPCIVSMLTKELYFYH
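material = Procaspase-3 D3A mutant | probe or stimulus = Ac-DEVD-pNA | compound = single dose, 8.5 µM nominal compound, 0.8% DMSO | timing = 1 h preincubation, 2 h reaction | measured by = 405 nm absorbance of p-nitroaniline, reads at 0 and 120 min | benchmarks = DMSO-only low control, 5 µM PC-3 D3A high control | repeats = singlicate, each compound tested once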
PAFAH2 FP inh: PAFAH2 enzyme inhibitors, primary screen, biochemical, fluorescence polarization, human; Platelet-activating factor acetylhydrolase 2, cytoplasmic (Homo sapiens), Q99487; recombinant PAFAH2, FP-rhodamine activity probe; inhibition, % at 3.39 µM; 340,000 tested, 0.99% active;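 active = inhibition above the mean over all tested compounds plus 3 SD, cut at about 30% in these data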;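 also: inhibitors block probe labeling of enzyme so polarization drops; 0% = enzyme with DMSO and 100% = wells lacking PAFAH2 protein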
procasp7 counter: procaspase-7 activators, primary screen, counter-screen for procaspase-3 activator project, biochemical, absorbance, HTS, human | recombinant procaspase-7, Ac-DEVD-pNA absorbance 405 nm; D23A/D198A/D206A triple mutant, cannot self-cleave; scale: DMSO 0, 5 µM enzyme 100 | Caspase-7 (Homo sapiens), P55210 | activation, % at 8.5 µM | 330,000 tested, 0.093% active;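 active = percent activation above the screen-wide mean plus 3 SD, cut at about 25% in these data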
Target sequence (P55210 whole entry D23A/D198A/D206A): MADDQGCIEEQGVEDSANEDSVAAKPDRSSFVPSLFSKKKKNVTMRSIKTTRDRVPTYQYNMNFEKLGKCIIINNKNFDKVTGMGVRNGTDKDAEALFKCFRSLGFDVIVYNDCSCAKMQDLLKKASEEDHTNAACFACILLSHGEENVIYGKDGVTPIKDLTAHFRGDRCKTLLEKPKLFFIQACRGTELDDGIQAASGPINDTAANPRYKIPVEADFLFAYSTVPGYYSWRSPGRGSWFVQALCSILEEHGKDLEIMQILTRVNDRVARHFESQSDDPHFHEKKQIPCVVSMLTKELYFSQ
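System: Procaspase-7 triple mutant (PC-7 D3A); measure: % activation from two-timepoint absorbance difference, scaled to controls; times: 1 h compound preincubation, 2 h substrate cleavage, 25 °C; also added: Ac-DEVD-pNA substrate, 400 µM as added; measured by: Epi-absorbance of released pNA at 405 nm, two timepoints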
PP1 counter: PP1-alpha phosphatase inhibitors, primary screen, counter-screen for PP5 inhibitor project, biochemical, fluorescence, OMFP substrate, single point. 320,000 tested, 0.9% active. inhibition, % at 6.7 µM. purified PP1alpha. Serine/threonine-protein phosphatase PP1-alpha catalytic subunit (Homo sapiens), P62136;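 active = inhibition above the mean inhibition of all tested compounds plus 3 SD, computed separately for each screening campaign, cut at about 15% in these data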
CTSL1 counter: Fasciola hepatica cathepsin L1 inhibitors, primary screen, counter-screen for PFM18AAP inhibitor project, biochemical, QFRET, fluorogenic peptide substrate; recombinant F. hepatica cathepsin L1, Z-Leu-Arg-MCA fluorescence; inhibition, % at 5.96 µM; 300,000 tested, 0.49% active;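 active = inhibition above the mean of all tested compounds plus 3 SD, set per screening campaign, cut at about 17% in these data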;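 also: 0% = plate median of test compound wells and 100% = 1 µM Z-Phe-Ala-diazomethylketone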
PP5 inh: PP5 phosphatase inhibitors, primary screen, biochemical, fluorescence; Serine/threonine-protein phosphatase 5 (Homo sapiens), P53041; purified PP5c, OMFP substrate fluorescence; inhibition, % at 6.7 µM; 320,000 tested, 0.18% active; AID 1987, 2009;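 active = inhibition above the campaign's mean inhibition across all tested compounds plus 3 SD, cut at about 9.5% in these data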;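 also: 0% = DMSO only and 100% = 100 µM cantharidin control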
Target sequence (P53041 whole entry, looked up): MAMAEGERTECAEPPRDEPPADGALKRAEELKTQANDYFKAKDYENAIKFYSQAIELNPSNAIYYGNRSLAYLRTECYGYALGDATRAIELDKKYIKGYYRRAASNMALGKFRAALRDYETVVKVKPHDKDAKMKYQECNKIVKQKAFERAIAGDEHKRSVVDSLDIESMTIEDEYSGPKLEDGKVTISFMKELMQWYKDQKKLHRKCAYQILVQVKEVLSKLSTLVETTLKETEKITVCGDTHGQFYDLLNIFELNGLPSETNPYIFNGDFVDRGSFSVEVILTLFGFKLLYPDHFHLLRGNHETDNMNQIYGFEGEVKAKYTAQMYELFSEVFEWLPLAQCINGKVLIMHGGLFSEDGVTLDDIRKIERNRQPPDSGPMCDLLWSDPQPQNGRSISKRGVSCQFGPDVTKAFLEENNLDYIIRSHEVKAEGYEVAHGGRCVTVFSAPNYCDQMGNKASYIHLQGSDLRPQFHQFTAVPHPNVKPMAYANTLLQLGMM
Active calls of the source: *; / = no result given.

1. COc1ccc(C(CNC(=O)c2cccc(S(=O)(=O)N(C)c3ccccc3)c2)N2CCCC2)cc1 (stereo not drawn)
2. CCN(CC)CCOc1cc2c(nn1)Oc1ccccc1N2C
3. COc1cc2c(cc1OC)CN(CCC(C)c1ccc(Cl)cc1)CC2 (stereo not drawn)
4. COC(=O)C1=C(N)Oc2cc(C)[nH]c(=O)c2C1c1ccncc1 (stereo not drawn)
5. Cc1cc([N+](=O)[O-])nn1CCCC(=O)Nc1cc(Oc2ccc(F)cc2)cc([N+](=O)[O-])c1
6. CCC[C@@H](CN1CCC[C@H]1CN1C(N)=NC[C@@H]1Cc1ccccc1)N1C[C@@H]([C@H](C)CC)N(CCCC2CCCC2)C1=N
7. CCN(C(=O)COC(=O)c1c(C)nn(-c2ccccc2)c1C)C1CCS(=O)(=O)C1 (stereo not drawn)
8. O=C(COc1cccnc1[N+](=O)[O-])Nc1cccc(S(=O)(=O)N2CCCCC2)c1

Assay by compound,1,2,3,4,5,6,7,8
core dimer inh,/,-3,-4,0,-1,/,-2,12
TPT1 inh,/,-2,-2,-3,0,/,-2,1
AHR activator,21,-1,-2,5,7,-2,4,3
procasp3 activ,-1,4,-10,7,-6,-6,4,5
PAFAH2 FP inh,-3,0,-8,0,3,1,5,-3
procasp7 counter,-9,1,-11,-2,-1,11,15,16
PP1 counter,2,0,1,-4,0,/,-1,-2
CTSL1 counter,/,3,2,-1,-1,/,-6,0
PP5 inh,1.5,-1.6,1.3,-1.4,-0.9,/,-0.7,0.7

9. Cc1[nH]c2ccccc2c1CCC(N)=O
10. Cc1ccc(NC(=S)NCC2CCCO2)c(OC(F)F)c1 (stereo not drawn)
11. O=C(NCC1OCCCN1S(=O)(=O)c1cc(F)ccc1F)C(=O)NC1CCCC1 (stereo not drawn)
12. CCS(=O)(=O)c1ccc2oc(SCC(=O)NCCc3ccccc3)nc2c1
13. O=[N+]([O-])c1cc([N+](=O)[O-])c2cc(-c3cccnc3)[nH]c2c1
14. COc1ccc(CN(C)CC(=O)c2c(N)n(Cc3ccccc3)c(=O)n(C)c2=O)c(OC)c1
15. COc1ccc(C(=O)c2ccc(OC)c(OC)c2)cc1
16. O=C(CN1C(=O)C2CC=CCC2C1=O)Nc1nnc(SCc2ccc(F)cc2)s1 (stereo not drawn)

Assay by compound,9,10,11,12,13,14,15,16
core dimer inh,-9,-9,0,0,14,-4,-1,12
TPT1 inh,1,2,2,2,-8,2,-4,-6
AHR activator,3,4,-2,6,44,-1,0,1
procasp3 activ,0,-2,11,-3,12,5,2,0
PAFAH2 FP inh,-8,-3,1,0,6,-1,-3,-4
procasp7 counter,0,-1,1,0,-3,6,-12,7
PP1 counter,0,-3,-1,4,7,-2,-4,-5
CTSL1 counter,1,3,-1,-1,3,0,2,-1
PP5 inh,-0.9,-0.5,1.4,0.4,0.5,1.1,0.5,-0.1

17. CNS(=O)(=O)c1cc(NC(C)=O)c(C)cc1C
18. Cc1ccc(CNC(=O)COC(=O)C2CC2)cc1
19. CN(CCC#N)C(=O)COC(=O)c1ccc(Cl)c(S(=O)(=O)N(C)c2ccccc2)c1
20. COC(=O)c1ccc(NC(=O)CN(C)S(=O)(=O)c2ccc(OC)c(C)c2)cc1
21. COc1ccc(OCC(=O)OCCN2C(=O)c3ccccc3C2=O)cc1
22. COc1cccc(Nc2nc(C)nc3c2oc2ccccc23)c1
23. O=C(Nc1cccc(C(F)(F)F)c1)Oc1ccccc1N1CCOCC1
24. CC(CNC(=O)CN1C(=O)NC2(CCOc3ccccc32)C1=O)c1ccccc1 (stereo not drawn)

Assay by compound,17,18,19,20,21,22,23,24
core dimer inh,-1,/,1,-3,16,-4,-1,/
TPT1 inh,-3,/,1,-4,0,-3,-4,/
AHR activator,-1,0,0,7,-1,1,6,2
procasp3 activ,2,4,0,-1,7,-5,6,1
PAFAH2 FP inh,-6,8,0,-4,5,0,-8,-6
procasp7 counter,9,-7,11,4,-14,0,7,13
PP1 counter,0,-4,-4,-1,1,1,-2,-1
CTSL1 counter,-2,/,2,3,2,2,7,/
PP5 inh,-0.6,-2.3,-0.9,1.5,1.5,-0.1,0.5,-0.6

25. COc1ccc(C2=CC(c3ccc(Cl)cc3)n3cnnc3N2)cc1OC (stereo not drawn)
26. COc1cc(/C=N/NC(=O)C(C)Nc2n[nH]c(=O)[nH]c2=O)ccc1O (stereo not drawn)
27. COc1nc(NCCO)nc(Nc2ccccc2F)n1
28. CCCCc1nnc(SCCSc2nnc(CCCC)n2N)n1N
29. COc1ccc(S(=O)(=O)Nc2cccc3c2O[C@H](CN(C)Cc2ccncc2)[C@@H](C)CN([C@H](C)CO)C3=O)cc1
30. CCOC(=O)n1c(=O)n(Cc2ccc(F)cc2)c2ccccc21
31. O=S(=O)(Nn1cnnc1)c1ccc(F)cc1
32. CC1=CC(C)(C)[N+](C)=CN1c1ccccc1

Assay by compound,25,26,27,28,29,30,31,32
core dimer inh,-1,-17,-4,1,/,4,2,2
TPT1 inh,-5,0,2,-2,/,2,4,-2
AHR activator,10,-5,6,0,0,-1,2,2
procasp3 activ,-6,-7,-2,7,2,-8,-1,-9
PAFAH2 FP inh,4,4,2,-1,-6,5,/,-9
procasp7 counter,0,-12,6,3,-3,3,0,0
PP1 counter,-3,0,0,0,/,-2,-3,-2
CTSL1 counter,2,-2,-1,-1,/,3,6,-5
PP5 inh,2.4,1.1,1.1,-3.3,/,-0.1,-0.7,1.8

Whole records, looked up by structure:
`O=[N+]([O-])c1cc([N+](=O)[O-])c2cc(-c3cccnc3)[nH]c2c1` as listed: core dimer inh: 14; TPT1 inh: -8; AHR activator: 44; procasp3 activ: 12; PAFAH2 FP inh: 6; procasp7 counter: -3; PP1 counter: 7; CTSL1 counter: 3; PP5 inh: 0.5
`O=C(CN1C(=O)C2CC=CCC2C1=O)Nc1nnc(SCc2ccc(F)cc2)s1` (stereo not drawn) as listed: core dimer inh: 12; TPT1 inh: -6; AHR activator: 1; procasp3 activ: 0; PAFAH2 FP inh: -4; procasp7 counter: 7; PP1 counter: -5; CTSL1 counter: -1; PP5 inh: -0.1

Following part
33. CCOC(=O)c1c(C)c2c(=O)[nH]cnc2n1-c1ccccc1
34. O=C(Nc1ccccc1OC(F)F)c1ccc(-n2cncn2)c([N+](=O)[O-])c1
35. CCn1c(=O)c(C(C)=O)nc2ccccc21
36. O=C(Nc1ccc(F)c(F)c1)c1ccc(F)c(S(=O)(=O)N2CCC3(CC2)OCCO3)c1
37. Cc1ccc(/C=C/C(=O)Nc2ccncc2)o1
38. CC1(C)CC2CC(C)(CN2CC(O)c2ccccc2)C1 (stereo not drawn)
39. S=c1[nH]nc(Cc2cccc3ccccc23)n1-c1ccccc1
40. Nc1ccc(Oc2cccc(Oc3ccc(N)cc3)c2)cc1

Assay by compound,33,34,35,36,37,38,39,40
core dimer inh,1,-1,-5,1,0,4,2,-7
TPT1 inh,-3,1,13,1,-1,-5,1,-1
AHR activator,-2,45,6,2,20,-2,3,-13
procasp3 activ,-5,2,8,10,-8,-2,-9,1
PAFAH2 FP inh,-4,1,-4,-3,3,0,7,-1
procasp7 counter,-17,-5,-5,5,-22,-4,-17,-31
PP1 counter,-2,-1,-3,-5,6,0,-3,1
CTSL1 counter,4,1,-2,1,1,1,0,2
PP5 inh,0.8,-1.2,4.2,1.5,2.6,-2.2,-2.5,1.4

The last 2 entries of the part before lead into the next.
39. S=c1[nH]nc(Cc2cccc3ccccc23)n1-c1ccccc1
40. Nc1ccc(Oc2cccc(Oc3ccc(N)cc3)c2)cc1
41. COc1ccccc1CN1CCCC(CN(CCN(C)C)C(=O)C2CCCC2)C1 (stereo not drawn)
42. COc1cccc(C(=O)N2CCOCC2)c1OC
43. CCOc1ccc(CN2CCNC(=O)C2CC(=O)NCc2csc(C)n2)cc1 (stereo not drawn)
44. CCn1cc(C(=O)OCC(=O)c2ccc(Cl)cc2)c(=O)c2ccc(C)nc21
45. COc1cccc(NC(=O)[C@@H]2CCCN2C(=O)[C@@H]2Cc3ccccc3CN2C(=O)OC(C)(C)C)c1
46. CCCCc1ccc(NC(=O)c2ccc(NS(C)(=O)=O)cc2)cc1
47. CCn1nc(C)c(CNC(=O)CCc2nnc(Cc3c[nH]c4ccccc34)o2)c1C
48. CC(Sc1nnc(N)s1)C(=O)NNC(=O)c1cccc(Cl)c1 (stereo not drawn)

Assay by compound,39,40,41,42,43,44,45,46,47,48
core dimer inh,2,-7,-2,1,-6,6,10,2,-1,/
TPT1 inh,1,-1,1,3,-2,1,-3,2,0,/
AHR activator,3,-13,-4,0,1,0,5,-4,1,1
procasp3 activ,-9,1,-6,2,-10,4,7,0,2,4
PAFAH2 FP inh,7,-1,-1,-5,4,24,2,-2,5,-2
procasp7 counter,-17,-31,7,6,2,17,-6,0,15,-1
PP1 counter,-3,1,2,-4,2,0,0,-6,-3,/
CTSL1 counter,0,2,-2,1,-4,-1,-1,0,0,/
PP5 inh,-2.5,1.4,0.9,2.5,0.9,3.0,1.0,0.8,1.6,/

49. COC(=O)c1cc(NC(=S)N2CCN(c3ccccn3)CC2)cc(C(=O)OC)c1
50. Cc1cc(C(=O)OCC(=O)Nc2cccc([N+](=O)[O-])c2)c(C)o1
51. Cc1cccc(Nc2nnc(SCC3CCCCO3)s2)c1C (stereo not drawn)
52. CCn1c(SCC(=O)N2CCOCC2)nnc1-c1ccco1
53. O=C(CNC(=O)C(c1ccccc1)c1ccccc1)N/N=C\c1ccc(C(=O)O)cc1
54. Cc1ccc(C(C(=O)NC2CCCC2)N2CCCC(C)C2)cc1 (stereo not drawn)
55. CC(=O)Nc1ccc(S(=O)(=O)N(C)CC(=O)OCC(=O)c2ccc3c(c2)NC(=O)CO3)cc1

Assay by compound,49,50,51,52,53,54,55
core dimer inh,1,/,2,1,1,2,/
TPT1 inh,-5,/,3,-2,0,-2,/
AHR activator,-2,0,1,2,0,-1,-1
procasp3 activ,-2,10,-1,-1,2,-4,5
PAFAH2 FP inh,-6,75*,3,2,6,-11,-8
procasp7 counter,0,0,-3,4,-1,3,4
PP1 counter,3,/,-1,-5,1,0,1
CTSL1 counter,-1,/,2,-1,-6,3,/
PP5 inh,1.7,/,-0.4,-0.4,0.6,1.1,-2.4

Compound activity from PubChem BioAssay.
